Screening data (PubChem BioAssay)
IDH1 R132H inh = human IDH1 R132H inhibition; IDH1-R132H enzyme, NADPH consumption, diaphorase/resazurin fluorescence; 390,000 compounds, 0.093% hits; O75874; Potency, µM (series often up to 76.6 µM), without a hit: at the top dose activity change, negative = inhibition, usual class: inhibitors; note: potency is the fitted concentration of half-maximal effect; % is set by controls: 0 for no effect and ±100 for the full control effect; nearly all actives have a fitted effect of over 65% in size
Target sequence (O75874 whole entry R132H, stated change not applied): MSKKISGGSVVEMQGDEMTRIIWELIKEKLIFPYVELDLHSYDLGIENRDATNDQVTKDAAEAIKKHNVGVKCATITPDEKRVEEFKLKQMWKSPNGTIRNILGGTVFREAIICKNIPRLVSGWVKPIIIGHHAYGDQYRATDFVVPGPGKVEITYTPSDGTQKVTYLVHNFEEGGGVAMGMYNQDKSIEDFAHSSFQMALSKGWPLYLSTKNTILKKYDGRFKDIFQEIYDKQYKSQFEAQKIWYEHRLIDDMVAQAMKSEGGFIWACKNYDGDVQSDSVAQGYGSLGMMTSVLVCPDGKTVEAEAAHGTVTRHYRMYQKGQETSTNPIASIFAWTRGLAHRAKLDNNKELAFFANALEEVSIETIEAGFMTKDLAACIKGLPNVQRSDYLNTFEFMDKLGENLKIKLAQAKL
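IDH1-R132H (0.5 ug/mL) preincubated 30 min with compound, then NADPH (0.016 mM) and alpha-KG (2 mM) added; 80 min at RT, pH 7.5. Remaining NADPH coupled via diaphorase/resazurin to fluorescence (540/590 nm); concentration-response curves normalized to no-enzyme control.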
PI4K2A inh = PI4K2A (human) kinase inhibition; Q9BTU6; purified PI4K2A, ADP-Glo luminescence, 1 h; active compounds read low; activity change, negative = inhibition, % at 76.9 µM; 420,000 compounds, 0.13% hits; AID 1346378; in the data active = activity change below about -50%; inconclusive = mostly about -30% to -49%;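 note: -100% = wells without enzyme as full effect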
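Compounds are screened against recombinant PI4K2A using PI as substrate and ATP, the latter dispensed at 300 microM. Reactions run one hour at ambient temperature before ADP-Glo detection; full inhibition defined by wells lacking enzyme.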
TRHR agonist = TRH receptor (human) agonism; P34981; TRHR cells, calcium flux fluo-8, FDSS agonist mode; activation, % at 2 µM; 360,000 compounds, 0.18% hits; AID 493084; in the data active = activation above about 30%; note: 0% is about no effect
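Read-out: compound-evoked intracellular calcium rise in TRHR cells, fluo-8 dye, kinetic FDSS fluorescence at 1 s/cycle following a 10-cycle baseline. Cells cultured overnight before dye loading (30 min–1.5 h, RT).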
TrxR1 substrate = is turned over as a substrate by rat TrxR1; O89049; purified TrxR1 substrate turnover, NADPH consumption readout; Potency, µM (top dose mostly 114 µM), for inactives: top-dose activity change, negative = substrate turnover; 390,000 compounds, 0.01% hits; note: potency is the fitted concentration of half-maximal effect; % is set by controls: 0 for no effect and ±100 for the full control effect; nearly all actives have a fitted effect of over 50% in size
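Rat TrxR1, dispensed at 90 nM, was prereduced with 400 uM NADPH (final) for 5 min at ~22 deg C, then incubated with compound 15 min before 400 uM selenite. A first-read NADPH fluorescence drop versus no-compound background flagged substrates.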
D2 antagonist = antagonizes the human D2 dopamine receptor. inhibition, % at 10 µM. P14416. AID 485344. 340,000 compounds, 2% hits. HEK293 TREx D2 cells, calcium flux, dopamine EC80; in the data active = inhibition above about 30%; note: 0% is about no effect
Target sequence (P14416 whole entry, looked up): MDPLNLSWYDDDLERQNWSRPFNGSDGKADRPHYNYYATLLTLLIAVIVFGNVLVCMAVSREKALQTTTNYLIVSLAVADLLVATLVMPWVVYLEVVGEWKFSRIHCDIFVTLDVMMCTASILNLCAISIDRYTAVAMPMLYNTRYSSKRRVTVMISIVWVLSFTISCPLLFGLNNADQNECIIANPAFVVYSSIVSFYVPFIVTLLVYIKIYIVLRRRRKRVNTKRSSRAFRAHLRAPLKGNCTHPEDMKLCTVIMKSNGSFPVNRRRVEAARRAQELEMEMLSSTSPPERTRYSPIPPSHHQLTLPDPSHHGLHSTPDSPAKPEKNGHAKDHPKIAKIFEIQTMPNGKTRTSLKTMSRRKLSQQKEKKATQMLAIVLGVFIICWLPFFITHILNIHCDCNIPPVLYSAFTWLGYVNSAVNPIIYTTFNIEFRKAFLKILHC
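Cells plated overnight at 30 C with tetracycline; no-wash calcium dye, 30–90 min RT; 10 s baseline; compound pinned; 180 s read; EC80 dopamine added; another 180 s read.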
USP1-UAF1 inh = inhibitors of human USP1/UAF1 deubiquitinase; recombinant USP1/UAF1, Ub-Rhodamine cleavage fluorescence; Potency, µM (titrated, usually from 57.1 µM), without a hit: at the highest dose activity change, negative = inhibition, actives largely listed as inhibitors; AID 743255; 390,000 compounds, 0.23% hits; note: potency is the fitted concentration of half-maximal effect; % is set by controls: 0 for no effect and ±100 for the full control effect; nearly all actives have a fitted effect of over 60% in size; inactives centre near -12
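USP1/UAF1 complex at 1 nM was preincubated with compound for 15 min at room temperature, then Ub-Rho substrate (150nM final) was added. Fluorescence (480/540 nm) was read kinetically, 6 reads every 60 seconds.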
D2 agonist = agonists of human D2 dopamine receptor. 340,000 compounds, 0.53% hits. P14416. HEK293 T-REx D2 cells, calcium flux agonist mode. activation, % at 2 µM;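 active = activation over 3 SD above normal in the single-dose calcium agonist read, cut at about 30% in these data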; note: 0% is about no effect
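Calcium-flux readout, 1 cycle/sec over 180 s following compound pin transfer, in inducible HEK293 Trex D2 cells (force-coupled); dopamine controls included. Positive calcium responses during this window marked compounds as potential agonists.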
TRHR PAM = allosterically enhances the human TRH receptor; enhancement, % at 2 µM; TRHR cells, fluo-8 calcium fluorescence, EC20 TRH enhancement; 360,000 compounds, 0.66% hits; in the data active = enhancement above about 30%; note: 0% is about no effect
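TRHR-expressing cells loaded with fluo-8 calcium dye were read kinetically (ex 480/em 530) during compound addition, then stimulated with an EC20 of TRH (10 nM final). Enhancement of the Gq-mediated intracellular calcium response was scored.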
rTrxR1 inhibitor = blocks rat thioredoxin reductase 1; O89049; Potency, µM (top dose mostly 114 µM), for inactives: at the top dose activity change, negative = inhibition, usual class: inhibitors; AID 588453; recombinant rTrxR1, NADPH fluorescence consumption, selenite substrate; 390,000 compounds, 1% hits; note: potency is the fitted concentration of half-maximal effect; % is set by controls: 0 for no effect and ±100 for the full control effect; nearly all actives have a fitted effect of over 65% in size
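Rat TrxR1 (90 nM in the dispensed reagent) was pre-reduced with 400 uM NADPH for 5 min at room temperature, then incubated with compound for 15 min. After 400 uM selenite was added, NADPH fluorescence (Ex 340/Em 450 nm) was followed for 8 min.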
* marks the source's active call; other numbers are inactive results; ? = inconclusive; . = no result given; [ ] = another dose, or the depositor's remark. Unless noted, calls come from the whole dose curve; as a rule, active = well fitted inhibition curve with a large enough effect; inconclusive = small, poorly fitted or top-dose-only effect; inactive = no such curve, though single readings can be large or run the other way.

The opening 5 compounds, ahead of the listing:
Value order: IDH1 R132H inh	PI4K2A inh	TRHR agonist	TrxR1 substrate	D2 antagonist	USP1-UAF1 inh	D2 agonist	TRHR PAM	rTrxR1 inhibitor
S=C1SCN(Cc2cccnc2)CN1Cc1cccnc1
→ 6%	12	0.0	4%[57.1 µM]	19	-17%	.	-4	0%[57.1 µM]
Cc1ccc(/C=N/NC(=S)NC2CCS(=O)(=O)C2)cc1 (stereo not given)
→ 5%	1	-0.9	-15%	-1	-1%	1.1	0	-19%
CCN(CC)CCCOC(=O)C(c1ccccc1)c1ccccc1
→ -10%	-1	-0.5	-3%	50*	4%	-2.3	-3	-3%
CCOC(=O)c1sc2nc(C(C)C)c3c(c2c1N)CC(C)(C)OC3
→ 2%	1	-0.1	556%[activator]	6	0%	-1.2	-7	55%[activator]
CC(=O)c1ccc(OC(C)C(=O)OCC(=O)NCCc2ccccc2)cc1 (stereo not given)
→ 10%	1	0.1	-7%	18	-14%	0.1	-4	-14%

Main list, repeating the preview:
Value order: IDH1 R132H inh	PI4K2A inh	TRHR agonist	TrxR1 substrate	D2 antagonist	USP1-UAF1 inh	D2 agonist	TRHR PAM	rTrxR1 inhibitor
S=C1SCN(Cc2cccnc2)CN1Cc1cccnc1
→ 6%	12	0.0	4%[57.1 µM]	19	-17%	.	-4	0%[57.1 µM]
Cc1ccc(/C=N/NC(=S)NC2CCS(=O)(=O)C2)cc1 (stereo not given)
→ 5%	1	-0.9	-15%	-1	-1%	1.1	0	-19%
CCN(CC)CCCOC(=O)C(c1ccccc1)c1ccccc1
→ -10%	-1	-0.5	-3%	50*	4%	-2.3	-3	-3%
CCOC(=O)c1sc2nc(C(C)C)c3c(c2c1N)CC(C)(C)OC3
→ 2%	1	-0.1	556%[activator]	6	0%	-1.2	-7	55%[activator]
CC(=O)c1ccc(OC(C)C(=O)OCC(=O)NCCc2ccccc2)cc1 (stereo not given)
→ 10%	1	0.1	-7%	18	-14%	0.1	-4	-14%
COc1ccc(CNC(=O)OCCN2CCN(S(=O)(=O)c3ccc(C)cc3)CCC2=O)cc1
→ 2%	-3	-0.8	10%[57.1 µM]	3	-9%	-1.9	8	13%[57.1 µM]
O=C(COc1ccc(Cl)cc1Cl)NC1CCSC1=O (stereo not given)
→ 0%	5	-0.8	-1%	-22	-14%	1.3	-3	-29%
O=C(CNc1ccc(Cl)cc1)NNC(=S)NCc1ccccc1
→ 14%	3	1.3	-8%[57.1 µM]	7	-14%	1.3	1	21%[57.1 µM]
COc1ccc2oc(=Nc3ccc(C(=O)O)cc3)c(C(=O)NCc3ccco3)cc2c1
→ ?	3	-0.2	1%	11	-20%	-0.6	1	7%
COc1cccc(C2=NNC(=NCc3ccccc3)SC2)c1
→ 8%	-8	-1.1	-10%	-20	-29%	0.9	0	?
O=C1NC(=O)/C(=C/c2ccccc2Cl)N1
→ 0%	-1	-0.4	-3%[57.1 µM]	5	-14%	0.1	-4	7%
COc1ncccc1C(=O)NC1CCCc2c1cnn2-c1ccc(C)c(C)c1 (stereo not given)
→ -6%	-4	-0.8	-3%	-2	-11%	0.2	16	14%
COc1ccc(S(=O)(=O)N(C)C[C@H]2Oc3c(NC(=O)Nc4ccc(C(F)(F)F)cc4)cccc3C(=O)N([C@H](C)CO)C[C@@H]2C)cc1
→ -17%	-2	.	-10%	.	-28%	.	.	-4%
NS(=O)(=O)c1ccc(NC(=O)C2COc3ccccc3O2)cc1 (stereo not given)
→ 1%	2	-0.3	6%[57.1 µM]	-1	-8%	0.6	2	4%[57.1 µM]
O=C(Nc1ccccc1-c1ccccc1)c1ccccc1[N+](=O)[O-]
→ -4%	3	-0.3	-11%	-7	-2%	0.2	4	-13%
CC1=CN2C(=N)/C(=C/c3ccc(Sc4ccc(Cl)cc4)o3)C(=O)N=C2S1
→ -2%	6	1.0	-5%	9	-2%	-0.3	-2	-6%
CC(SCc1ccccc1)C(=O)Nc1ccc(F)cc1 (stereo not given)
→ 5%	0	-0.6	-1%	-16	-18%	-1.2	-5	27%
COc1ccc(-c2nc3cc(NC(=O)COc4ccc(C)c(C)c4)ccc3o2)cc1
→ .	-1	1.2	10%	.	-6%	1.8	-2	38%[activator]
Cc1ccc(-c2nc(C=Nc3cccc(C)c3)c(O)o2)cc1
→ -3%	15	0.5	-3%	-3	-8%	-0.8	-2	-1%
COc1cc(OC)c(OC)cc1CN1CCSCC1
→ 7%	-2	1.3	11%	7	-17%	0.7	6	18%[57.1 µM]
CC1(C)CC(C)(O)N(Cc2ccccc2)C(=S)N1 (stereo not given)
→ 3%	4	-0.6	4%	3	-19%	-0.1	6	-1%
Cc1cc(C(=O)CN2C(=O)NC(CC(C)C)C2=O)c(C)n1-c1ccccc1F (stereo not given)
→ 3%	-1	-0.2	-5%[57.1 µM]	-4	-3%	-0.9	-7	21%[57.1 µM]
CC(CNC(=O)CN1C(=O)NC2(CCCCC2)C1=O)c1ccccc1 (stereo not given)
→ 3%	1	0.3	7%	-12	-5%	-0.5	-4	10%
Cc1[nH]c2ccccc2c1C(=O)CSc1nc2cc(S(=O)(=O)N3CCCCC3)ccc2o1
→ 10%	-2	0.2	8%	10	-11%	-0.4	5	18%
CCc1ccc(NC(=O)CSc2nc3ccccc3c(=O)n2CCCC(=O)NCCCN2CCOCC2)cc1
→ 3%	3	-0.3	3%[57.1 µM]	-7	-5%	-0.3	-9	17%[57.1 µM]
CN(Cc1ccccc1)S(=O)(=O)c1nnc(NC(=O)c2ccccc2F)s1
→ 3%	2	0.5	0%[57.1 µM]	.	-12%	.	5	7%[57.1 µM]
Cc1ccc(Oc2nc(CN3CCOCC3)nc3sc4c(c23)CCC(C)C4)cc1 (stereo not given)
→ ?	1	0.7	-14%	-15	-11%	0.9	20	?
CCOC(=O)C1=C(CCc2ccccc2)NC(=O)NC1c1ccc(C#N)cc1 (stereo not given)
→ -8%	-3	.	6%[57.1 µM]	.	-32%	.	.	9%[57.1 µM]
COc1cc(NC(=O)CCCl)cc(-n2cnnn2)c1
→ 6%	2	0.2	-15%[57.1 µM]	10	-10%	2.1	3	25%[57.1 µM]
COc1ccc(S(=O)(=O)Nc2ccccn2)cc1OC
→ 5%	-2	0.0	11%	25	3%	-0.4	2	24%

Value order: IDH1 R132H inh	PI4K2A inh	TRHR agonist	TrxR1 substrate	D2 antagonist	USP1-UAF1 inh	D2 agonist	TRHR PAM	rTrxR1 inhibitor
CCSCc1nnc(SCC(=O)Nc2cc(F)ccc2C)n1C
→ -14%	2	0.1	6%	-2	-5%	0.3	-2	24%
Fc1ccc(COc2cccc(-c3n[nH]c(=S)o3)c2)cc1
→ -2%	1	-1.0	6%	0	2%	0.6	-1	?
COc1ccc(S(=O)(=O)N2CCC(C(=O)Nc3cc(C(F)(F)F)ccc3Cl)CC2)cc1
→ 11%	-1	-0.9	-9%	.	-7%	-1.0	4	10%
O=C(CC(C(=O)O)c1ccc(F)cc1)c1ccc(Cl)cc1 (stereo not given)
→ -5%	4	0.1	-1%	0	-24%	-0.3	-1	7%
CCc1nnc2c(NCc3cccc(OC)c3)nc3ccccc3n12
→ -4%	0	0.3	-1%	.	-3%	-0.9	2	8%
CCCCOC(=O)n1c(=O)oc2ccc(S(=O)(=O)N3CCCCC3)cc21
→ -8%	4	0.7	0%	-6	-20%	0.0	4	11%
COc1ccc(C(=O)NCCS(=O)(=O)N2CCN(C(=O)c3ccco3)CC2)cc1
→ -13%	-2	-0.1	10%[57.1 µM]	-5	-6%	-1.0	17	19%[57.1 µM]
CCCCN(CC)C(=O)Cn1cnc2sc(C)c(S(=O)(=O)N3CCC(C)CC3)c2c1=O
→ 0%	3	2.1	-1%	3	-11%	1.6	-3	2%
COc1cc2c(cc1NC(=O)CSc1ccc(C)cc1)oc1ccccc12
→ -1%	1	-0.6	3%	-22	-13%	-0.9	11	23%
COc1ccc(CC(CC(=O)O)C(=O)Nc2ccc(Cl)c(Cl)c2)cc1 (stereo not given)
→ 3%	5	0.3	4%	-15	-19%	1.0	0	21%
CCc1nc(OCCN(CC)CC)c2oc3ccccc3c2n1
→ 16%	2	-0.4	-9%	-5	-7%	-0.3	-3	-15%
CCOC(=O)c1sc2ccccc2c1S(=O)(=O)N1CCN(c2ccccc2F)CC1
→ -8%	1	0.6	-1%[57.1 µM]	.	-22%	-1.4	10	15%[57.1 µM]
C=CCn1c(SCC(=O)c2c(N)n(C)c(=O)n(C)c2=O)nnc1-c1ccoc1C
→ 9%	-1	.	6%[57.1 µM]	.	-8%	.	.	15%[57.1 µM]
Cc1cc2nc(N)sc2cc1[N+](=O)[O-]
→ 1%	-5	-0.1	-7%	-23	0%	-0.8	4	16%
CCCc1nnc(NC(=O)CCC(=O)N2CCN(CCOc3ccc(C)cc3)CC2)s1
→ 1%	-3	0.0	-2%	-2	-11%	-2.3	-7	0%
Cc1ccc(NC(=O)c2ccccc2)cc1-n1cnnn1
→ 9%	-1	-0.2	-5%	3	-17%	0.0	7	2%
Cc1sc2ncnc(SCC(=O)Nc3ccc(S(=O)(=O)N4CCOCC4)cc3)c2c1C
→ -8%	-6	.	-3%[2.29 µM]	.	-3%	.	.	-5%[2.29 µM]
Cc1ccc(-c2cc(C(=O)NC3CCCCC3)no2)cc1
→ -18%	2	-0.6	3%	-8	-27%	0.0	3	18%
CNC(=O)NC(=O)COC(=O)CCc1nc(=O)c2ccccc2n1C
→ -4%	2	0.8	0%	-1	-20%	6.0	-9	7%
O=c1c2c(-c3ccc([N+](=O)[O-])cc3)ccnc2[nH]n1-c1ccccc1
→ -9%	-5	0.7	-8%	-1	-5%	0.1	1	-7%
COc1cccc(CNC(=O)COC(=O)C2CCN(c3ccc(C(F)(F)F)cn3)CC2)c1
→ 7%	9	-1.4	-1%	-5	-15%	0.8	2	-3%
COC(=O)C1=C(C)NC(C)=C(C(=O)OC)C1c1ccc(OC(=O)c2ccco2)cc1
→ 4%	2	-0.4	107%[activator]	2	-25%	-1.0	6	3%
